TcdB inh = TcdB glycohydrolase inhibitors, primary screen, biochemical, single point, plate reader | TcdB glycohydrolase enzymatic assay | hit rate 0.24% among 350,000 | Toxin B (Clostridioides difficile), P18177 | inhibition, % at 9.99 µM; in the data active means inhibition above about 10%
An asterisk follows results filed as active. A portion of the library; the hit share may differ from the screen's.

SMILES	TcdB inh
COCC(=O)Nc1ccc2c(c1)OC[C@@H](C)N(C(=O)c1ccncc1)C[C@H](C)[C@@H](OC)CN(C)C2=O	-0.2
Cc1noc(C)c1S(=O)(=O)N(C)C[C@@H]1Oc2ccc(NC(=O)Cn3cnnn3)cc2CC(=O)N([C@@H](C)CO)C[C@H]1C	-0.9
CCC(=O)N1[C@H](C(=O)NCCCN(C)C)[C@@H](CO)[C@@H]2Cn3c(ccc(-c4ccccc4F)c3=O)[C@@H]21	0.4
C[C@@H]1CN([C@@H](C)CO)C(=O)c2cccc(NC(=O)Nc3ccc(C(F)(F)F)cc3)c2O[C@H]1CN(C)S(=O)(=O)c1ccc(F)cc1	0.2
COc1cccc(-c2cccc(-c3nc(C(=O)NCC(F)(F)F)cc4c3[C@@H](CCO)N([S@](=O)C(C)(C)C)C4)c2)c1	1.1
CO[C@H]1CN(C)C(=O)c2ccc(NC(=O)c3nc4ccccc4s3)cc2OC[C@@H](C)N(Cc2cncnc2)C[C@H]1C	0.3
CCN(C[C@H]1[C@@H](c2ccc(-c3ccccc3)cc2)[C@@H](CO)N1C(C)=O)C(C)=O	0.3
CN(C)C(=O)C[C@H]1CC[C@H]2[C@H](COc3ccc(NC(=O)c4ccc(F)c(F)c4)cc3C(=O)N2C)O1	-0.3
O=C(C1CCCC1)N1C[C@@H]2N[C@H](C1)C2c1ccc(-c2ccncc2)cc1 (stereo partly specified)	0.9
C[C@@H]1CN([C@H](C)CO)C(=O)Cc2cc(NC(=O)Cc3ccccc3)ccc2O[C@H]1CN(C)C(=O)Nc1ccc2c(c1)OCO2	0.3
C[C@H](O)C#Cc1ccc2c(c1)O[C@H](CN(C)Cc1ccccn1)[C@H](C)CN([C@@H](C)CO)S2(=O)=O	-2.0
Cc1noc(C)c1NC(=O)N(C)C[C@@H]1Oc2c(NC(=O)c3cnccn3)cccc2C(=O)N([C@@H](C)CO)C[C@H]1C	0.6
O=C(CCN1CCCCC1)NCC[C@H]1CC[C@@H](NC(=O)C2CCC2)[C@H](CO)O1	-0.1
Cc1noc(C)c1S(=O)(=O)Nc1ccc2c(c1)C(=O)N([C@H](C)CO)C[C@@H](C)[C@H](CN(C)Cc1ccncc1)O2	-1.9
COCC(=O)N(C)C[C@@H]1Oc2cc(C#Cc3ccccc3)ccc2S(=O)(=O)N([C@H](C)CO)C[C@@H]1C	-0.4
CCCN1[C@@H]2c3ccc(C4=CCCC4)c(=O)n3C[C@@H]2[C@@H](CO)[C@@H]1C(=O)NCCCN(C)C	-0.4
CO[C@@H]1CN(C)C(=O)c2ccc(NC(=O)c3ccccc3F)cc2OC[C@@H](C)N(CC2CCOCC2)C[C@H]1C	-1.0
CC(=O)Nc1ccc2c(c1)C(=O)N(C)[C@@H]1CC[C@@H](CC(=O)NCC3CC3)O[C@H]1CO2	0.4
C/C=C/c1ccc([C@@H]2[C@@H](CO)N(C(=O)COC)[C@@H]2CNC(=O)CC)cc1	-0.4
C[C@H](CO)N1C[C@H](C)[C@H](CN(C)C(=O)C2CCC2)Oc2cc(C#CC3CC3)ccc2S1(=O)=O	-2.8
COc1ccc2c3c(n(C)c2c1)[C@@H](CO)N(C(=O)Nc1ccc(F)cc1)CC31CN(C(=O)Nc2c(C)noc2C)C1	0.7
CCCC(=O)Nc1ccc2c(c1)C(=O)N(C)C[C@H](OC)[C@@H](C)CN(Cc1ccccn1)[C@H](C)CO2	-0.6
C[C@@H]1CN([C@@H](C)CO)C(=O)Cc2cc(NS(=O)(=O)c3ccc(Cl)cc3)ccc2O[C@@H]1CN(C)S(=O)(=O)c1ccc(Cl)cc1	-6.8
C[C@@H]1CN([C@H](C)CO)C(=O)c2cc(-c3cccnc3)cnc2O[C@@H]1CN(C)C(=O)NC1CCCC1	-1.0
COC(=O)C[C@H]1CC[C@@H]2[C@@H](COc3ccc(NC(=O)Nc4cccc(C#N)c4)cc3C(=O)N2C)O1	1.0
C[C@@H]1CN([C@H](C)CO)C(=O)c2cc(C#Cc3cccc(F)c3)cnc2O[C@@H]1CN(C)C(=O)C1CCC1	0.7
C[C@@H]1CCCCO[C@@H](CN(C)C)[C@H](C)CN([C@@H](C)CO)C(=O)c2cc(NS(=O)(=O)c3cn(C)cn3)ccc2O1	1.2
C[C@@H]1CN([C@@H](C)CO)C(=O)c2cccc(NC(=O)Nc3ccccc3)c2O[C@@H]1CN(C)S(=O)(=O)c1ccc(F)cc1	-0.1
COCC(=O)Nc1ccc2c(c1)OC[C@@H](C)N(CCC(F)(F)F)C[C@H](C)[C@@H](OC)CN(C)C2=O	0.4
C[C@H]1CN([C@@H](C)CO)C(=O)c2cc(C#CCN(C)C)cnc2O[C@H]1CN(C)Cc1ccc(F)cc1	0.9
O=C(c1cnccn1)N1CC(=O)N2[C@H](C1)[C@H](c1ccc(C#CC3CCCCC3)cc1)[C@@H]2CO	0.2
Cc1noc(C)c1S(=O)(=O)N(C)C[C@H]1Oc2ccc(NC(=O)CCCCCC(=O)Nc3ccccc3N)cc2CC(=O)N([C@H](C)CO)C[C@@H]1C	0.5
C[C@@H]1CCCCO[C@H](CN(C)CC2CC2)[C@@H](C)CN([C@H](C)CO)C(=O)c2cc(NC(=O)Nc3ccc(F)cc3)ccc2O1	1.0
CO[C@H](CN(C)C(=O)c1ccccc1F)[C@H](C)CN([C@@H](C)CO)S(=O)(=O)c1ccc(F)cc1	-0.4
COc1ccc(NC(=O)N(C)C[C@@H]2OCCCC[C@H](C)Oc3ccc(NC(=O)Cc4ccccc4)cc3C(=O)N([C@H](C)CO)C[C@@H]2C)cc1	-1.3
Cc1noc(C)c1NC(=O)N(C)C[C@@H]1OCCCC[C@@H](C)Oc2ccc(NS(=O)(=O)c3ccc(Cl)cc3)cc2C(=O)N([C@H](C)CO)C[C@@H]1C	-6.5
COc1cccc(S(=O)(=O)N2CC3(CN(C(=O)Nc4cccc(F)c4)[C@H](CO)c4[nH]c5cc(OC)ccc5c43)C2)c1	0.6
CCCc1cn(CC[C@@H]2CC[C@H](NC(=O)C3CCOCC3)[C@@H](CO)O2)nn1	-3.4
Cc1ccc(S(=O)(=O)N[C@@H]2C=C[C@@H](CC(=O)NC3CCCCC3)O[C@@H]2CO)cc1	-1.5
Cc1ccc(S(=O)(=O)Nc2ccc3c(c2)C(=O)N([C@H](C)CO)C[C@H](C)[C@H](CN(C)S(=O)(=O)c2cccs2)O3)cc1	0.4
Cc1cc(C)cc(N2C(=O)CS(=O)(=O)C2c2cccc([N+](=O)[O-])c2)c1 (stereo unspecified)	-1.0
O=C(C[C@H]1CC[C@@H](NC(=O)c2ccc(F)cc2)[C@H](CO)O1)NCCc1ccncc1	-5.1
COc1ccc(NC(=O)N(C)C[C@H]2Oc3ccc(NC(=O)Nc4cccc5ccccc45)cc3C(=O)N([C@@H](C)CO)C[C@@H]2C)cc1	-0.9
C[C@@H]1CN([C@@H](C)CO)C(=O)c2cc(NC(=O)Cc3ccccc3)ccc2O[C@H]1CN(C)C(=O)Nc1ccc(C(F)(F)F)cc1	-1.3
COCC#Cc1ccc2c(c1)O[C@H](CN(C)Cc1ccccc1)[C@H](C)CN([C@@H](C)CO)S2(=O)=O	1.0
O=S(=O)(c1ccc(F)cc1)N1CCCCN2[C@H](CO)[C@@H](c3ccc(-c4ccccc4F)cc3)[C@@H]2C1	0.4
COc1ccc(S(=O)(=O)N(C)C[C@@H]2Oc3c(NS(C)(=O)=O)cccc3C(=O)N([C@H](C)CO)C[C@H]2C)cc1	0.5
COc1ccccc1-c1cnc2c(c1)C(=O)N([C@@H](C)CO)C[C@H](C)[C@@H](CN(C)C(=O)c1ccncc1)O2	0.5
CCCNC(=O)N1CC2(CN(C(=O)C3CC3)C2)c2c([nH]c3cc(OC)ccc23)[C@@H]1CO	0.6
O=C(C[C@H]1CC[C@H]2[C@@H](COC[C@@H](O)CN2C(=O)Nc2ccccc2)O1)NCCCN1CCOCC1	0.1
CN(C)C(=O)[C@@H]1[C@@H](CO)[C@@H]2Cn3c(ccc(-c4ccccc4)c3=O)[C@@H]2N1Cc1ccccc1F	-0.3
COc1ccc(S(=O)(=O)N[C@H]2C=C[C@@H](CC(=O)N3CCC(Cc4ccccc4)CC3)O[C@H]2CO)cc1	-0.5
CO[C@@H]1CN(C)C(=O)c2ccc(NC(=O)C3CC3)cc2OC[C@@H](C)N(Cc2ccccc2)C[C@@H]1C	-17
Cc1noc(C)c1S(=O)(=O)Nc1ccc2c(c1)CC(=O)N([C@@H](C)CO)C[C@H](C)[C@@H](CN(C)Cc1ccc(C(F)(F)F)cc1)O2	1.4
C[C@@H]1CN([C@@H](C)CO)C(=O)c2cc(NC(=O)Cc3cn(C)c4ccccc34)ccc2O[C@@H]1CN(C)Cc1ccc(C(F)(F)F)cc1	0.6
Cc1ccccc1-c1ccc([C@H]2[C@@H](CO)N3C(=O)CN(C(=O)Nc4ccc(F)cc4)C[C@@H]23)cc1	-1.0
CO[C@H]1CN(C)C(=O)c2cc(NC(=O)CC(F)(F)F)ccc2OC[C@H](C)N(CC2CC2)C[C@@H]1C	-0.5
O=C(Nc1ccccc1F)N[C@H]1CC[C@@H](CCNS(=O)(=O)c2ccccc2)O[C@H]1CO	-0.4
COc1ccc(C#Cc2ccc([C@H]3[C@H]4CN(C(=O)c5ccncc5)CCCCN4[C@H]3CO)cc2)cc1	-0.1
COc1cccc(-c2ccc([C@H]3[C@H]4CN(CC5CC5)CCCCN4[C@H]3CO)cc2)c1	-5.0

The results go on:
SMILES	TcdB inh
C/C=C/c1ccc([C@@H]2[C@@H](CO)N(C(C)=O)C23CN(C(=O)c2ccccc2)C3)cc1	-1.1
Cc1ccc(S(=O)(=O)N[C@@H]2CC[C@@H](CC(=O)NCc3ccccc3F)O[C@H]2CO)cc1	-0.5
C[C@H](CO)N1C[C@H](C)[C@H](CN(C)S(=O)(=O)c2cn(C)cn2)OCCCC[C@H](C)Oc2ccc(NS(=O)(=O)c3cccs3)cc2C1=O	-16
COc1ccccc1S(=O)(=O)N[C@@H]1C=C[C@H](CC(=O)N2CCCCC2)O[C@H]1CO	0.0
C[C@H](CO)N1C[C@H](C)[C@@H](CN(C)C(=O)Nc2ccccc2)Oc2ncc(-c3cccnc3)cc2C1=O	1.5
CO[C@@H]1CN(C)C(=O)c2ccc(NC(=O)c3ccc4c(c3)OCO4)cc2OC[C@H](C)N(CC2CC2)C[C@@H]1C	-0.6
O=C(C[C@@H]1CC[C@@H]2NC[C@H](O)COC[C@H]2O1)Nc1ccccc1	-1.2
CCCC#Cc1cnc2c(c1)C(=O)N([C@H](C)CO)C[C@H](C)[C@@H](CN(C)CCC)O2	0.5
O=C(c1ccc(F)cc1)N1CC(=O)N2[C@@H](CO)[C@H](c3ccc(/C=C/c4ccccc4)cc3)[C@@H]2C1	0.8
O=C(CC(F)(F)F)N1C[C@@H]2[C@H](c3ccccc31)[C@@H](CO)N2C(=O)c1ccncc1	-13
C/C=C/c1cnc2c(c1)C(=O)N([C@@H](C)CO)C[C@@H](C)[C@@H](CN(C)CC1CCOCC1)O2	-0.4
C[C@H]1CN([C@@H](C)CO)C(=O)c2cc(C#Cc3ccccc3F)cnc2O[C@H]1CN(C)C(=O)C1CCC1	1.3
CCC(=O)N1[C@H](CO)[C@H](c2ccccc2)[C@H]1CN(CC1CCC1)S(C)(=O)=O	-0.3
C[C@@H]1CN([C@@H](C)CO)C(=O)Cc2cc(NC(=O)Nc3ccc(F)cc3)ccc2O[C@H]1CN(C)C(=O)Nc1ccc(F)cc1	2.1
CO[C@@H]1CN(C)C(=O)c2cc(NC(=O)NC(C)C)ccc2OC[C@H](C)N(CC2CC2)C[C@H]1C	0.3
O=C(NCC1CC1)[C@H]1[C@H](CO)[C@H]2Cn3c(ccc(-c4ccccc4F)c3=O)[C@@H]1N2Cc1ccncc1	0.0
Cc1ccc(S(=O)(=O)N(C)C[C@H]2Oc3ccc(NC(=O)Cn4cnnn4)cc3CC(=O)N([C@H](C)CO)C[C@H]2C)cc1	0.7
C[C@@H]1CN([C@@H](C)CO)C(=O)Cc2cc(NC(=O)C3CC3)ccc2O[C@H]1CN(C)C	0.7
COc1cccc(NC(=O)N[C@H]2C=C[C@@H](CC(=O)Nc3ccccc3)O[C@@H]2CO)c1	0.0
CC(C)CC#Cc1cnc2c(c1)C(=O)N([C@@H](C)CO)C[C@H](C)[C@H](CN(C)C(=O)Nc1cccc(F)c1)O2	0.4
Cc1ccc(S(=O)(=O)Nc2ccc3c(c2)C(=O)N([C@@H](C)CO)C[C@H](C)[C@@H](CN(C)Cc2ccc(Cl)c(Cl)c2)OCCCC[C@@H](C)O3)cc1	-1.1

Structures shown so far containing a CF3 group:
SMILES	TcdB inh
C[C@@H]1CN([C@@H](C)CO)C(=O)c2cccc(NC(=O)Nc3ccc(C(F)(F)F)cc3)c2O[C@H]1CN(C)S(=O)(=O)c1ccc(F)cc1	0.2
COc1cccc(-c2cccc(-c3nc(C(=O)NCC(F)(F)F)cc4c3[C@@H](CCO)N([S@](=O)C(C)(C)C)C4)c2)c1	1.1
COCC(=O)Nc1ccc2c(c1)OC[C@@H](C)N(CCC(F)(F)F)C[C@H](C)[C@@H](OC)CN(C)C2=O	0.4
C[C@@H]1CN([C@@H](C)CO)C(=O)c2cc(NC(=O)Cc3ccccc3)ccc2O[C@H]1CN(C)C(=O)Nc1ccc(C(F)(F)F)cc1	-1.3
Cc1noc(C)c1S(=O)(=O)Nc1ccc2c(c1)CC(=O)N([C@@H](C)CO)C[C@H](C)[C@@H](CN(C)Cc1ccc(C(F)(F)F)cc1)O2	1.4
C[C@@H]1CN([C@@H](C)CO)C(=O)c2cc(NC(=O)Cc3cn(C)c4ccccc34)ccc2O[C@@H]1CN(C)Cc1ccc(C(F)(F)F)cc1	0.6
CO[C@H]1CN(C)C(=O)c2cc(NC(=O)CC(F)(F)F)ccc2OC[C@H](C)N(CC2CC2)C[C@@H]1C	-0.5
O=C(CC(F)(F)F)N1C[C@@H]2[C@H](c3ccccc31)[C@@H](CO)N2C(=O)c1ccncc1	-13

Assay outcomes: PubChem, Broad Institute
